Bioassay records (PubChem BioAssay)
All columns: NCI-60 one-dose screen, growth in % after 48 h at 10 µM unless noted; 100 = growth as untreated, 0 = no growth, -100 = all killed.
RXF 393 = RXF 393 renal cancer cells. 6.9% of 77,000 active
SNB-75 = SNB-75 CNS cancer. AID 1794750. 5% of 79,000 active
SF-268 = SF-268 CNS cancer cells; AID 1794759; 3.1% of 82,000 active
CAKI-1 = CAKI-1 renal cancer; AID 1794772; 4.7% of 75,000 active
A498 = A498 renal cancer cells. 5.4% of 76,000 active
SNB-19 = SNB-19 CNS cancer cells; 2.5% of 81,000 active
SF-539 = SF-539 CNS cancer; 6.8% of 81,000 active; AID 1794752
ACHN = ACHN renal cancer; 4.9% of 81,000 active; AID 1794771
Numbers without * were called inactive; . = no result given; & = joins results of further samples. How the source made its calls: active means growth percent below 10; inactive means the rest.

SMILES	RXF 393	SNB-75	SF-268	CAKI-1	A498	SNB-19	SF-539	ACHN
CCOC(=O)C1=C(C)NC(C)=C(C(=O)OCC)C1C	117.3	84.6	100.9	.	96.1	107.4	100.4	110.5
Cc1ccc(-n2nnnc2N)c(C)c1	143.2	100.6	114.4	94.5	80.0	112.6	122.7	102.5
S=c1nc(-c2nc(=S)[nH]c3c2CCCCC3)c2c([nH]1)CCCCC2	101.2	90.5	100.7	84.2	106.4	.	98.1	94.0
C=C(C[n+]1ccccc1)[C@@H]1CC[C@]2(C(=O)O)CC[C@]3(C)[C@H](CC[C@@H]4[C@@]5(C)CC[C@H](OC(C)=O)C(C)(C)[C@@H]5CC[C@]43C)[C@@H]12	111.5	95.1	101.2	91.7	100.1	99.3	98.8	99.4
O=S(=O)(O)c1cccc2c(N=Nc3ccc(N=Nc4ccc(Nc5ccccc5)c5c(S(=O)(=O)O)cccc45)c4ccccc34)cccc12	139.0&93.1	118.9&67.5	106.5&74.2	86.1&59.4	113.3&86.6	116.9&96.1	114.5&108.4	96.6&57.5
CN(C)CCCN1CN(CCCN(C)C)CN(CCCN(C)C)C1	119.5	116.0	113.5	97.1	90.7	100.3	93.6	99.7
Cc1ccc2[nH]c(=S)[nH]c(=O)c2c1	104.1	80.5	100.5	89.7	94.8	100.6	99.7	100.9
O=c1[nH]c(=O)c2c([nH]1)sc1cc(O)ccc12	106.8	91.7	92.3	90.9	99.0	99.3	102.9	98.8
CCN(CC)CCCC(C)Nc1c2c(nc3ccc(OC)cc13)CCCC2 (centres undefined)	.	72.8	86.2	93.7	73.5	100.1	89.8	96.4
C[C@H](CSC(=O)c1ccccc1)C(=O)N1c2ccccc2C[C@H]1C(=O)O	118.8	93.4	96.9	95.2	128.7	108.2	100.9	90.6
COC(=O)C1(O)NC(=C(C#N)C#N)C(C#N)=C1C(C)=O (centres undefined)	117.6	99.5	98.9	.	102.8	104.0	97.4	105.7
Cc1cc2nc3c4ccccc4n(CCC(=O)NCCN4CCOCC4)c3nc2cc1C	113.8	87.7	99.2	72.4	126.1	96.1	94.9	90.6
CC(=O)Oc1ccc(-c2ccccc2)cc1	126.2	85.7	92.7	101.0	96.1	101.2	96.9	100.1
N#Cc1c(-c2ccc(Cl)cc2Cl)c(C#N)c(=O)n(-c2ccccn2)c1N	93.5	79.4	94.7	.	71.7	99.1	102.8	95.2
CCCCCCCCCCN=C(c1ccc(N(C)C)cc1)c1ccc(N(C)C)cc1	3.6*	33.1	57.5	35.7	-9.4*	31.8	10.9	43.3
CCc1c(C(=O)NC2c3cc(Cl)ccc3CCC2O)[nH]c(C)c1C(C)=O (centres undefined)	73.7	66.0	58.9	53.4	82.6	58.1	50.4	50.8
O=[N+]([O-])c1ccc(Oc2ccc(Cl)cc2)cc1	112.4	99.5	95.3	96.0	103.2	.	95.1	106.9
CNCc1cccc2c1OCCCCCCC(C)(O)CC(C)(C)S(=O)(=O)c1ccc(cc1)-c1cnc(N)c(n1)C(=O)N2 (centres undefined)	-90.7*	84.0	13.2	17.6	.	33.0	-72.0*	10.0*
Cc1nc2ccccc2c2c(N)cccc12	124.2	99.9	100.2	102.3	98.2	108.5	105.8	101.1
CC(=O)n1cc(-c2cc3cc(Cl)cc(Cl)c3oc2=O)c2ccccc21	108.1	89.1	115.8	92.4	123.6	108.1	96.2	96.3
N#CCCN/N=C\c1ccc2c(c1)OCO2	105.4	77.1	101.3	107.6	66.0	95.4	101.3	95.5
CC(Cl)C(=O)Oc1ccc(Cl)cc1 (centres undefined)	110.7	97.9	106.3	96.8	94.8	111.9	87.5	94.7
CN(C)c1ccc(C(Cc2ccc3ccccc3n2)Cc2ccc3ccccc3n2)cc1	85.5&73.6	88.5&110.0	95.3&68.3	74.9&26.1	59.3&33.7	89.3&61.0	106.5&67.6	89.6&50.5
COc1ccc(O)cc1	105.2	88.9	99.8	95.5	93.7	98.5	98.0	108.4
CC(C)CCc1nc2ccc(NCc3ccccc3)cc2[nH]1	104.9	88.2	93.7	90.6	87.7	90.9	100.3	96.3
O=c1c2ccccc2nc(N/N=C/c2ccc(Oc3ccc(Cl)cc3)cc2)n1-c1ccccc1	98.0	99.2	103.9	104.4	109.4	93.3	104.6	102.5
COc1ccc(C2NC(=S)NC(C)=C2C(=O)OC(C)C)cc1OC (centres undefined)	.	94.9	107.5	97.4	114.5	98.9	102.7	106.5
CCCCCCCCCCCC(=O)OC(C)C(=O)NCCCC (centres undefined)	107.4	105.3	101.1	99.1	.	105.8	107.5	116.2
COc1cc(-c2nc(-c3nnc(-c4ccccc4)o3)c3ccccn23)cc(OC)c1OC	84.9	44.2	63.8	87.3	68.3	84.3	84.5	72.1
O=c1c2sc3ccccc3c2nc2c(-c3ccccc3)n[nH]n12	121.2	118.6	126.9	73.3	118.3	111.2	99.5	85.6
Cc1ccc(/C=C/C(=N/N=C(N)N)c2ccccc2)cc1	-22.9*	-0.4*	36.7	16.4	-5.0*	38.9	3.6*	48.5
CCOc1nc(-c2ccccc2)cc2c(O)c(C(=O)N/N=C/c3ccc(O)cc3)[nH]c(=O)c12	67.9	96.1	99.8	107.4	108.5	95.1	96.7	101.2
C/C(=N\O)c1ccc(NC(=O)CSc2nnc(-c3cc(-c4ccc(S(N)(=O)=O)cc4)nc4ccccc34)n2-c2ccccc2)cc1	83.9	24.3	60.3	55.6	39.7	66.9	76.4	95.9
C=C1C(=O)O[C@@H]2[C@H]3[C@H](COC(=O)CC(C)C)[C@@H](OC(C)=O)C[C@H]3C(=C)[C@@H](O)C[C@@H]12	75.6	82.4	88.4	73.6	113.4	83.4	89.3	65.5
CCn1c(SCC(=O)Nc2cccc(C(=O)/C=C/c3ccc(Br)cc3)c2)nc2ccccc2c1=O	.	73.8	100.4	90.7	87.3	85.9	91.4	101.5
C=CC[n+]1c(C)ccc2ccccc21	112.7	88.3	95.0	88.8	110.7	101.7	94.8	99.5
COc1ccc(/C=C/c2nc3ccccc3c(=O)n2CC(=O)Nc2ccc(OC)cc2)cc1	70.5	.	71.4	47.3	129.9	51.9	-18.5*	14.0
O=S(=O)(Nc1ncccn1)c1ccc(NO)cc1	95.9	105.1	121.8	86.7	84.7	113.5	91.9	98.4
COc1ccc(NC(=O)COc2ccc(CC(=O)N3CCN(c4ccc(Cl)c(Cl)c4)CC3)cc2)cc1	91.7	95.7	87.6	81.6	67.4	67.6	93.7	73.9
O=C1Nc2ccccc2C2/C(=C(/I)C3=CCCCC3)CCCN12 (centres undefined)	110.5	81.9	95.0	83.1	89.7	99.3	96.8	95.7
C[C@]12CCc3nc(-c4cccc(Oc5cccc(C(F)(F)F)n5)c4)sc3C1=CC[C@@H]1[C@@H]2CC[C@]2(C)/C(=N\NC(=O)c3ccncc3)CC[C@@H]12	.	96.8	106.6	88.4	97.8	97.6	100.4	96.7
C#CCOc1cccc(Nc2ncnc3c(NC(=O)C=C)cccc23)c1	-3.2*	23.0	20.7	25.7	32.0	28.1	5.7*	23.8
CC(C)OC(=S)SCC(=O)c1ccc([N+](=O)[O-])cc1	.	75.4	101.1	105.7	96.2	113.9	91.9	100.4
COC(=O)[C@@H](NC1CCN(C(=O)OC(C)(C)C)CC1)c1ccccc1	119.7	94.5	107.4	101.0	97.9	107.6	105.8	128.0
CC1(C)CC(=O)C2=C(C1)N(c1ccc(OC(F)(F)F)cc1)C(N)=C(C#N)C2c1ccc(Br)cc1 (centres undefined)	54.1	93.0	76.4	57.3	67.7	42.8	90.6	47.0
Clc1ccc(-c2nnc(CCc3nc(-c4ccc(Br)cc4)no3)o2)cc1Cl	113.4	100.2	103.4	100.2	117.7	100.4	104.3	104.0
OC(COc1ccccc1)COc1ccccc1	110.1	100.7	99.9	95.1	111.0	104.4	104.5	103.5
COc1ccc(-c2ccc(NNC(=S)Nc3ccccc3)nn2)cc1OC	107.8	68.6	92.0	85.0	86.4	100.7	93.0	102.4
Cc1cc(O)c(C=NC(=S)c2ccncc2)c(=O)o1	110.1	93.2	106.3	96.5	99.5	104.6	91.6	97.6
Cc1ccc(C(=O)n2cc(C=O)c3ccccc32)cc1	101.9	87.2	94.1	75.4	117.8	91.0	83.3	91.4
Cc1c(Cc2ccccc2)c(=O)oc2c(C)c(OCC(=O)n3[nH]c(=O)cc3N)ccc12	115.4	90.6	96.1	.	108.0	97.4	102.9	98.7
O=C(NN=C1CCCCC1)c1ccc([N+](=O)[O-])cc1	99.1	88.0	92.4	95.1	93.6	100.9	96.7	96.9
CN(C)c1ccc(C=O)cc1	113.4	99.7	91.2	98.2	102.1	105.8	95.2	102.5
CCN(C(=O)CN1CCN(c2cc3c(cc2F)c(=O)c(C(=O)O)cn3C2CC2)CC1)c1nc(-c2ccc(Cl)cc2)cs1	102.5	99.7	100.5	94.7	107.0	97.1	93.2	95.6
CCCCCSc1c(Cl)c(Cl)c(SCCCCC)c(Cl)c1Cl	129.7	85.4	106.4	91.4	120.6	109.6	96.5	89.7
CCOc1cccc(/C=N/NC(=O)Cc2ccc(Nc3ccnc(C(F)(F)F)c3)cc2)c1O	51.1	39.4	18.2	36.8	91.9	28.0	17.4	6.9*
CCOC(=O)c1ccc(N=C(N)N)cc1	103.3	77.3	97.7	96.0	108.3	108.0	.	95.9
Cc1ccc([C@@H]2C[C@H](O)Cc3cc(OC(F)(F)F)ccc3N2)s1	118.6	106.7	115.0	88.8	84.8	112.7	98.1	103.6
CCCSc1nc(Oc2ccccc2/C=C2/SC(=O)NC2=O)c(C#N)c(-c2ccc(F)cc2)n1	123.9	80.7	104.3	93.1	78.3	98.9	102.9	102.2
Cc1cc2ccccc2cc1Br	101.9	96.6	107.8	107.5	100.8	108.2	106.1	104.5

Given in markdown: 10 of the compounds above
| canonical_smiles | RXF 393 | SNB-75 | SF-268 | CAKI-1 | A498 | SNB-19 | SF-539 | ACHN |
| --- | --- | --- | --- | --- | --- | --- | --- | --- |
| Cc1c(Cc2ccccc2)c(=O)oc2c(C)c(OCC(=O)n3[nH]c(=O)cc3N)ccc12 | 115.4 | 90.6 | 96.1 | . | 108.0 | 97.4 | 102.9 | 98.7 |
| O=C(NN=C1CCCCC1)c1ccc([N+](=O)[O-])cc1 | 99.1 | 88.0 | 92.4 | 95.1 | 93.6 | 100.9 | 96.7 | 96.9 |
| CN(C)c1ccc(C=O)cc1 | 113.4 | 99.7 | 91.2 | 98.2 | 102.1 | 105.8 | 95.2 | 102.5 |
| CCN(C(=O)CN1CCN(c2cc3c(cc2F)c(=O)c(C(=O)O)cn3C2CC2)CC1)c1nc(-c2ccc(Cl)cc2)cs1 | 102.5 | 99.7 | 100.5 | 94.7 | 107.0 | 97.1 | 93.2 | 95.6 |
| CCCCCSc1c(Cl)c(Cl)c(SCCCCC)c(Cl)c1Cl | 129.7 | 85.4 | 106.4 | 91.4 | 120.6 | 109.6 | 96.5 | 89.7 |
| CCOc1cccc(/C=N/NC(=O)Cc2ccc(Nc3ccnc(C(F)(F)F)c3)cc2)c1O | 51.1 | 39.4 | 18.2 | 36.8 | 91.9 | 28.0 | 17.4 | 6.9* |
| CCOC(=O)c1ccc(N=C(N)N)cc1 | 103.3 | 77.3 | 97.7 | 96.0 | 108.3 | 108.0 | . | 95.9 |
| Cc1ccc([C@@H]2C[C@H](O)Cc3cc(OC(F)(F)F)ccc3N2)s1 | 118.6 | 106.7 | 115.0 | 88.8 | 84.8 | 112.7 | 98.1 | 103.6 |
| CCCSc1nc(Oc2ccccc2/C=C2/SC(=O)NC2=O)c(C#N)c(-c2ccc(F)cc2)n1 | 123.9 | 80.7 | 104.3 | 93.1 | 78.3 | 98.9 | 102.9 | 102.2 |
| Cc1cc2ccccc2cc1Br | 101.9 | 96.6 | 107.8 | 107.5 | 100.8 | 108.2 | 106.1 | 104.5 |

The listing continues:
SMILES	RXF 393	SNB-75	SF-268	CAKI-1	A498	SNB-19	SF-539	ACHN
Cn1ncc2c(Nc3ccc(Br)cc3)ncnc21	103.0	95.7	97.2	87.7	84.5	.	97.5	105.6
CCC(C(C)=O)c1ccccc1 (centres undefined)	133.2	102.6	98.9	94.5	110.0	108.2	98.4	104.7
CCOC(=O)[C@]1(C)C(=O)N2c3cc(O)cc4c3[C@H](C(C)=C[C@@]2(CC)C1=O)[C@@H](C)[C@@H]4O[C@H]1CC[C@@H](O)[C@@H](C)O1	99.0	76.0	99.5	92.8	75.9	90.1	103.2	104.0
COc1ccc(Nc2ncc(Br)c(NCCCNC(=O)C3CCCC3)n2)cc1	-20.9*	51.1	21.6	9.5*	54.6	35.2	2.9*	19.8
O=C(NNC(=O)c1ccccc1Cl)c1ccccc1	106.0	101.9	.	96.3	76.2	112.2	103.6	114.2
O=C1CSC(c2cccc(Oc3ccccc3)c2)N1CCc1cccs1 (centres undefined)	.	84.1	101.4	74.7	92.4	87.9	102.9	96.8
O=C(Nc1ccccc1C(=O)N/N=C(\c1ccccc1)c1ccccn1)c1ccc(F)cc1	37.2	16.2	19.2	5.3*	.	25.5	9.4*	14.1
CCOC(=O)CCNc1nc(N)nc(N(C)Cc2ccccc2)c1C=O	117.1	107.3	112.9	101.7	144.0	96.4	102.1	106.0
CC(=O)O[C@@H]1C[C@]2(C(C)C)O[C@@]1(C)[C@@H]1CCC(C)=C1[C@@H]2OC(=O)/C=C/c1ccccc1	30.8	89.1	80.8	71.3	-4.3*	101.8	101.1	34.6
Cc1ccc(NC(=O)/C=N/O)cc1C	99.6	84.4	103.7	92.1	3.8*	101.9	96.4	99.1
OC(c1cc2cc(Cl)c(Cl)cc2c2cc(C(F)(F)F)ccc12)C1CCCCN1 (centres undefined)	-96.2*	-64.0*	-88.6*	-46.4*	48.1	-64.1*	-57.9*	-82.5*
CN(C)c1ccc(C(=O)OCCCCCCl)cc1	102.4	78.4	94.0	89.1	83.9	95.6	96.1	102.1
COC12C=CC(CC1)C1C(=O)C=CC(=O)C12 (centres undefined)	110.2	87.5	97.0	81.7	116.7	.	87.3	86.2
NS(=O)(=O)c1ccc(NC(=O)N2CCN(Cc3ccc(Cl)cc3)CC2)cc1	109.2	77.4	114.3	92.2	85.9	95.0	105.9	108.6
